Screening results as filed in PubChem BioAssay.
PhoP inhibition: inhibitors of PhoP regulon expression, primary screen, Salmonella Typhimurium, GFP reporter (AID 1863); inhibition, % at 50 µM, or IC50 in µM where a hit was titrated; actives 0.16% (n = 300,000); S. Typhimurium PhoP-regulated promoter GFP reporter, 4 h; higher % means a stronger effect;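 active = inhibition over 29.93%, a cutoff 3 SD above the screen mean, later confirmed by dose response; inconclusive = inhibition over 29.93% but no dose response follow-up; inactive = inhibition at most 29.93% or unconfirmed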;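 note: 0% = low Mg2+ inducing control and 100% = high Mg2+ repressing control; strong numbers were not always called active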
Rac1 GTP hydrolysis: MgcRacGAP GTPase-activating activity inhibitors, confirmation, biochemical, ADP Hunter fluorescence. actives 0.6% (n = 340,000). one-dose inhibition, % at 30 µM; IC50 in µM for titrated hits. MgcRacGAP-stimulated Rac1 GTP hydrolysis, ADP Hunter fluorescence; higher % means a stronger effect; GST-tagged Rac1 F28L mutant substrate;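 active = first-screen hits whose inhibition reached a set limit at any dose in the follow-up dose series; inconclusive = inhibition above the set first-screen limit but never retested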;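 note: fluorescence reports GDP produced by GAP-driven GTP hydrolysis; strong numbers were not always called active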
RSV CPE inhibition: RSV antiviral activity via CPE protection, HEp-2 cells, primary 10 µM value included (AID 2391); HEp-2 cells, RSV-induced CPE inhibition; higher % means a stronger effect; CPE inhibition, % at 10 µM, or IC50 in µM where a hit was titrated; actives 0.13% (n = 310,000); in the data active = a potency from the dose series; inconclusive = CPE inhibition mostly from about 23% at the one dose, without a potency; inactive = the rest, 99 in 100 with CPE inhibition below about 21%; note: strong numbers were not always called active
SV40 large T antigen: SV40 large T antigen inhibitors, biochemical (AID 1903); SV40 large T antigen ATPase/helicase inhibition assay; higher % means a stronger effect; inhibition, % at 20 µM, or IC50 in µM where a hit was titrated; actives 0.39% (n = 310,000); in the data active = a potency from the dose series; inconclusive = inhibition mostly from about 32% at the one dose, without a potency; inactive = the rest, 99 in 100 with inhibition below about 32%; note: strong numbers were not always called active
GPR55 antagonists: GPR55 antagonists blocking LPI-driven arrestin recruitment, primary screen, imaging, U2OS, beta-arrestin-GFP, LPI agonist (AID 2013); U2OS GPR55 beta-arrestin-GFP translocation imaging, LPI antagonism; higher % means a stronger effect; inhibition, % at 10 µM; hits with a dose series show IC50 in µM; G-protein coupled receptor 55 (Homo sapiens); actives 0.13% (n = 290,000);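 active = spots per cell inhibited over 60%, with over 100 cells counted and total cytoplasm intensity under 500,000; inconclusive = wells with under 100 cells, flagged as likely toxic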;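 note: U2OS cells stably carrying GPR55 and arrestin-GFP stimulated by 5 µM LPI near EC80; imaged beta-arrestin-GFP aggregate spots per cell after agonist stimulation; plate controls were LPI-stimulated DMSO wells for no effect and DMSO wells without LPI for full effect; some results filed as inactive read as strong as hits; confirmed hits need IC50 under 10 µM and bright autofluorescent wells are also inconclusive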
UTI89 phage lysis: inhibition of K1F phage lysis, E. coli UTI89, bacterial capsule biogenesis inhibitors, alamar blue (AID 488966); actives 0.02% (n = 340,000); inhibition, % at 100 µM, or IC50 in µM where a hit was titrated; E. coli UTI89 K1F phage lysis, alamar blue, 2 h; higher % means a stronger effect;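 active = phage lysis inhibition, versus mean bacterial control, above a set limit; inconclusive = no clear call, values can overlap the other calls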;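 note: capsule biogenesis inhibitors block K1F phage lysis so surviving cells raise fluorescence; higher fluorescence means more inhibition of phage lysis; actives were called in the ten point dose series up to 300 µM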
GPR35 antagonists: GPR35 antagonists blocking zaprinast-driven arrestin recruitment, primary screen, imaging, U2OS, beta-arrestin-GFP, zaprinast agonist (AID 2058); U2OS GPR35 beta-arrestin-GFP translocation imaging, zaprinast antagonism; higher % means a stronger effect; one-dose inhibition, % at 10 µM; IC50 in µM for titrated hits; actives 0.052% (n = 290,000);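 active = inhibition of at least 50% with at least 30 cells and total cytoplasm GFP at most 10,000,000; inconclusive = under 30 cells or total GFP of 10,000,000 plus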
HIV fusion peptide: inhibitors of HIV fusion peptide binding, primary screen, biochemical, uHTS, fluorescence dequenching (AID 1986); actives 0.3% (n = 290,000); inhibition, % at 20 µM; hits with a dose series show IC50 in µM; cell-free peptide binding, fluorescence dequenching, 30 min; higher % means a stronger effect; in the data active = inhibition mostly above about 52%, no sharp cut-off; inactive = mostly below about 76%; note: some results filed as inactive read as strong as hits
NS5 inhibitors: Dengue-2 NS5 methyltransferase inhibitors, primary screen, biochemical, confirmation dose response (AID 588689); Genome polyprotein (Dengue virus type 2 (strain 16681-PDK53)); Dengue-2 NS5 methyltransferase capping enzyme assay, biochemical; higher % means a stronger effect; inhibition, % at 25 µM, or IC50 in µM where a hit was titrated; actives 0.3% (n = 340,000); in the data active = a potency from the dose series; inconclusive = inhibition above about 29% without an active follow-up result
NS5 inhibitors pilot replicate: second read-out of NS5 inhibitors, no call of its own (marks repeat the call); inhibition, %; measured here: pilot screen replicate inhibition
* marks the source's active call; other numbers are inactive results; ? = inconclusive; . = not tested or not shown; & = joins results of further samples; [ ] = remark or other dose.

SMILES	PhoP inhibition	Rac1 GTP hydrolysis	RSV CPE inhibition	SV40 large T antigen	GPR55 antagonists	UTI89 phage lysis	GPR35 antagonists	HIV fusion peptide	NS5 inhibitors	others
COC(=O)C1C(=O)C2=C(CC1C)NC(C)=C(C(=O)OC1CCCCC1)C2c1ccc(N(C)C)cc1 (configuration not stated)	-7%	3%	5.0%	6%	3%	0.1%	10%	3.6%	-5%
Cc1nn(C(C)C(=O)NCC2CCCO2)c(C)c1[N+](=O)[O-] (configuration not stated)	-1%	5%	2.4%	10%	2%	0.0%	-13%	-1.2%	-6%
Cc1ccc(C(=O)Nc2ccccc2)cc1S(=O)(=O)N1CCN(C)CC1	-3%	3%	0.5%	10%	6%	-0.1%	16%	0.4%	-1%
COc1ccccc1NCC(=O)n1nc(C)cc1C	2%	5%	0.0%	15%	2%	1.3%	18%	-1.8%	-5%
O=C(Nc1cccc(S(=O)(=O)N2CCCCCC2)c1)C1=COCCO1	-10%	9%	0.0%	14%	.	1.0%[50 µM]	.	.	-10%
FC(F)(F)c1cc(-c2ccccc2)nc(-n2cc(Cl)cn2)n1	-2%	13%	3.1%	14%	6%	0.2%	2%	0.6%	-6%
COc1ccc(C(=O)c2cn[nH]c2-c2ccc(C)cc2O)cc1	.	4%	2.3%	9%	4%	1.0%	-11%	-3.6%	1%
CCCCn1c(=O)c(CCC(=O)OCC(=O)NCc2ccc(OC)c(OC)c2)nc2ccccc21	-14%	10%	0.2%	9%	8%	0.0%	-1%	-0.8%	-17%
COC(=O)c1cc(Oc2ccc(S(=O)(=O)N3CCOCC3)cc2[N+](=O)[O-])cc(C(=O)OC)c1	.	3%	0.7%	.	.	-0.1%[50 µM]	.	.	4%
Cn1cc(SCC(=O)O)c2ccccc21	-19%	6%	1.7%	19%	-1%	0.2%	9%	14%	-5%
Cc1ccccc1-c1cc(C(=O)NCC2CC2)n(CC2CC(c3cccnc3)=NO2)n1 (configuration not stated)	.	6%	1.9%	.	.	1.5%	.	.	-5%
NC(=O)C1CCN(C(=O)C2CCN(S(=O)(=O)c3ccccc3)CC2)CC1	9%	15%	1.4%	5%	-1%	2.8%	1%	2.4%	0%
O=S(=O)(c1cccc(-c2nnc(SC(F)F)n2-c2ccccc2)c1)N1CCCCC1	-8%	10%	0.2%	11%	2%	1.0%	-8%	0.4%	-8%
CC(Sc1nc(N)cc(N)n1)C(=O)NCC1CCCO1 (configuration not stated)	.	-1%	1.4%	.	.	0.3%[50 µM]	.	.	-4%
CCN(Cc1ccncc1)C(=O)c1cc(COc2ccc(C)c(C)c2)on1	-4%	-45%	12%	3%	20%	0.0%	-1%	2.6%	-6%
COc1ccc(NC(=O)CSc2c3c(nc4ccccc24)CCCC3)c(OC)c1	8%	17%	1.8%	21%	6%	-0.6%[50 µM]	0%	-1.4%	-5%
COc1ccc(OC)c(/C=N/NC(=O)c2ccncc2)c1	-10%	9%	10%	10%	8%	1.1%	-2%	-0.8%	-7%
COC(=O)C(CC(C)C)NC(=O)CNC(=O)c1ccccc1C (configuration not stated)	-7%	7%	0.3%	-11%	0%	0.1%	-6%	1.3%	-7%
O=C(Nc1ccc(Oc2ccsc2C(=O)O)cc1)c1ccccc1	0%	10%	0.3%	-4%	-6%	0.1%	-1%	1.5%	-7%
Cc1sc(NC(=O)c2ccccc2)c(C(c2ccc(Cl)cc2)N2CCN(CCO)CC2)c1C (configuration not stated)	1%	6%	5.5%	3%	-1%	5.2%	-5%	-2.8%	-1%
COc1cccc(NC(=S)N(Cc2ccc(Cl)cc2)Cc2ccc(C(=O)O)cc2)c1	-12%	1%	-1.5%	10%	4%	-0.5%	-12%	12%	3%
COC(=O)c1c(N2C(=O)Nc3ccccc3N2O)sc2c1CCCC2	4%	8%	2.8%	7%	13%	-3.1%	14%	2.1%	-6%
CCN(CC)S(=O)(=O)c1ccc(N2CCOCC2)c(NS(=O)(=O)c2cccs2)c1	.	4%	2.3%	.	.	0.9%[50 µM]	.	.	-3%
CC(C)(C)C(=O)Nc1nnc(SCC(=O)NCc2cccs2)s1	-1%	5%	1.1%	16%	8%	-0.1%	-2%	-0.2%	-3%
Cc1ccc2nc(N(CCCN(C)C)C(=O)c3ccc(Br)s3)sc2c1	-1%	4%	-0.2%	11%	6%	0.2%	9%	-1.4%	-2%
CCOc1ccccc1NC(=O)N1CCC(C(=O)c2ccc(F)cc2)CC1	9%	3%	3.5%	4%	-6%	3.2%	13%	-0.9%	-1%
O=C(COc1ccccc1Cl)NCC(c1cccs1)N1CCOCC1 (configuration not stated)	-3%	6%	4.9%	2%	.	0.5%[50 µM]	.	.	-1%
O=C1CN(S(=O)(=O)c2ccc(F)cc2)c2ccccc2N1	3%	-6%	-2.4%	18%	-2%	0.1%	22%	1.0%	2%
O=C(CSc1nnc(COc2ccc(Cl)cc2)o1)N1CCN(c2ccccc2)CC1	-4%	-30%	1.8%	17%	15%	3.6%	-6%	-2.1%	?
CCn1c2ccccc2c2cc(NC(=O)CNCC3CCCO3)ccc21 (configuration not stated)	7%	30%	3.4%	4%	19%	-0.5%	12%	1.4%	-5%
CCC(C)NC(=O)C(NS(=O)(=O)c1cccc2nsnc12)c1ccccc1 (configuration not stated)	-6%	-7%	0.5%	13%	14%	0.8%	5%	-0.5%	-9%
NS(=O)(=O)c1ccc(CCNC(=O)c2cc(-c3ccccn3)nc3ccc(Br)cc23)cc1	-9%	7%	?	1%	8%	0.1%	0%	5.0%	1%
C/C(N)=C(/C#N)C(=O)CSc1nnc(Nc2cccc(C)c2C)s1	-4%	8%&8%	5.3%	2%	31%	-0.8%&3.7%	-6%	3.7%	-14%&-10%
O=C(Cc1ccccc1[N+](=O)[O-])Nc1nccs1	-13%	12%	-1.4%	29%	-6%	-0.1%	1%	-0.7%	-4%
Cc1ccccc1C(C(=O)NCc1ccco1)N(CC1CCCO1)C(=O)Cn1nnc2ccccc21 (configuration not stated)	-5%	6%	0.7%	5%	-6%	0.4%	29%	0.7%	-6%
Cc1cc(C)cc(C(=O)Nc2nc3ccccc3[nH]2)c1	9%	0%	1.2%	22%	-14%	1.0%	1%	-2.6%	-5%

A run of entries from further up:
SMILES	PhoP inhibition	Rac1 GTP hydrolysis	RSV CPE inhibition	SV40 large T antigen	GPR55 antagonists	UTI89 phage lysis	GPR35 antagonists	HIV fusion peptide	NS5 inhibitors	others
O=C(Nc1cccc(S(=O)(=O)N2CCCCCC2)c1)C1=COCCO1	-10%	9%	0.0%	14%	.	1.0%[50 µM]	.	.	-10%
FC(F)(F)c1cc(-c2ccccc2)nc(-n2cc(Cl)cn2)n1	-2%	13%	3.1%	14%	6%	0.2%	2%	0.6%	-6%

Next part.
SMILES	PhoP inhibition	Rac1 GTP hydrolysis	RSV CPE inhibition	SV40 large T antigen	GPR55 antagonists	UTI89 phage lysis	GPR35 antagonists	HIV fusion peptide	NS5 inhibitors	others
S=C(c1ccc(N2CCCC2)cc1)N1CCCCC1	-5%	7%	8.5%	1%	8%	1.1%	15%	-1.5%	-4%
CCC/S(C)=N/S(=O)(=O)c1ccc(C)cc1 (configuration not stated)	5%	4%	0.4%	-5%	10%	3.5%	2%	-3.4%	-6%
Cn1cc([N+](=O)[O-])c(C(=O)Nc2ccc(C3CCCCC3)cc2)n1	3%	3%	-4.0%	-1%	6%	-0.5%	8%	-1.9%	2%
CC(C)Nc1ncnc2c1cnn2-c1ccccc1	1%	-2%	3.6%	3%	4%	-1.8%	-13%	0.8%	-4%
CC(C)COc1ccc(C(=O)Nc2ncn[nH]2)cc1	-12%	12%	3.6%	3%	6%	0.2%	-8%	-0.7%	-7%	NS5 inhibitors pilot replicate=-2.7
NC1=NC(=O)C(Cc2ccccc2)S1 (configuration not stated)	-3%	9%	1.6%	16%	-7%	0.3%	4%	0.3%	1%
CC(OC(=O)Cn1cnc2c1c(=O)n(C)c(=O)n2C)C(=O)Nc1ccc(Cl)cc1 (configuration not stated)	3%	3%	0.2%	7%	.	1.0%[50 µM]	.	.	-9%
O=C(CS(=O)(=O)c1ccc(Cl)cc1)NCc1ccccc1	-1%	1%	1.5%	10%	14%	0.2%	13%	-1.3%	0%
COc1ccc(NC(=O)CN(C)C(=O)c2cc3c(s2)CCC(C)C3)cc1 (configuration not stated)	6%	4%	5.7%	21%	-6%	0.1%	27%	-0.6%	-2%
CCN(CC(=O)Nc1ccc(NC(C)=O)cc1)C(=O)CSc1ncnc2sc(C)c(C)c12	5%	1%	0.6%	15%	.	0.7%[50 µM]	.	.	-4%
COc1ccccc1NC(=O)Nc1nnc(Cc2ccccc2F)s1	-4%	8%	5.5%	4%	-1%	-0.1%	0%	-0.5%	5%
C=CCOc1ccc(CNCC2CCCO2)cc1 (configuration not stated)	5%	1%	-0.5%	3%	4%	-0.1%	-3%	0.0%	-1%	NS5 inhibitors pilot replicate=-4.0
COCCNC(=O)C(c1ccc(C)o1)N(Cc1ccc(OC)cc1)C(=O)Cn1nnc2ccccc21 (configuration not stated)	-3%	10%	0.3%	3%	9%	0.7%	1%	2.5%	-2%
CCn1cc(C(=O)N2CCc3ccccc32)c(=O)c2cc(S(=O)(=O)N3CC(C)CC(C)C3)ccc21 (configuration not stated)	-5%	9%	7.8%	9%	2%	0.5%[50 µM]	3%	0.7%	-6%
Cc1ccc(Nc2nc(NCC3CCCO3)nc(N)c2[N+](=O)[O-])cc1 (configuration not stated)	1%	-2%	5.1%	7%	10%	8.6%[50 µM]	-3%	0.0%	-5%
Cc1ccc(Cn2ccc(NC(=O)c3cc(-c4ccc5c(c4)OCO5)on3)n2)cc1	-25%	12%	.	0%	8%	1.9%	16%	-1.4%	-2%
OC(COCc1ccccc1)CN1CCc2ccccc2C1 (configuration not stated)	15%	8%	-0.3%	9%	-3%	3.9%	3%	1.1%	1%
COc1ccc(C(=O)COc2ccc3ccc(=O)oc3c2)c(OC)c1	4%	5%	0.8%	4%	8%	0.8%[50 µM]	2%	0.0%	3%
CCc1cccc(NC(=S)N(CCN(C)C)C(C)c2ccncc2)c1 (configuration not stated)	-5%	6%	0.7%	6%	-4%	0.6%	10%	0.1%	-5%
COc1ccc(C)cc1NS(=O)(=O)c1ccc2c(c1)CCN2C(C)=O	-1%	9%	6.2%	9%	3%	0.1%	-1%	2.0%	-6%
